rCAG binder: binders of r(CAG) RNA repeats, primary screen, biochemical, fluorescence; r(CAG) RNA repeat, TO-PRO-1 dye displacement fluorescence; inhibition, % at 3 µM; 370,000 compounds, 1.3% hits; AID 651821, 2012;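 active means inhibition above the plate cutoff, the mean of all test compounds on that plate plus 3 SD, cut at about 35% in these data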;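 further: 0% = DMSO alone and 100% = 100 µM mitoxantrone as full dye displacement; higher means more dye released from RNA so lower well fluorescence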
ASAP1 GAP inh: inhibitors of human ASAP1 ArfGAP activity, primary screen, biochemical, fluorescence polarization; 360,000 compounds, 0.19% hits; ASAP1-stimulated ARF1 GTP hydrolysis, GDP FP detection; inhibition, % at 16.5 µM; Arf-GAP with SH3 domain, ANK repeat and PH domain-containing protein 1 (Homo sapiens), …; AID 624377, 2012; in the data active means inhibition above about 25%;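 further: 0% = vehicle with enzyme and substrate and 100% = no enzyme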
Target sequence (Q9ULH1 325-724 limits assumed): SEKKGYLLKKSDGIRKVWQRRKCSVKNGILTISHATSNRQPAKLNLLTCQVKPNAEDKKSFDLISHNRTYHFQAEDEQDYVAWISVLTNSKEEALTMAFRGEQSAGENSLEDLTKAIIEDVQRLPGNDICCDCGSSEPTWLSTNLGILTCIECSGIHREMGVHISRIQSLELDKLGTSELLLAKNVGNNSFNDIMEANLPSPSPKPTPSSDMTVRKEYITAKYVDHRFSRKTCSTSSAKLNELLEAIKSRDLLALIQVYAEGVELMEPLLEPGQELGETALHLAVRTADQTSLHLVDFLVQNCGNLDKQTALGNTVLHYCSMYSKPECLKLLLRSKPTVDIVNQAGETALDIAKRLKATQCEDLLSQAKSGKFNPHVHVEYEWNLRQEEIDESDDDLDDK
NPR2 activator: human GC-B receptor activators, primary screen, HEK293 GC-B cells, cGMP TR-FRET, EC30 CNP | AID 1920062, 2024 | Atrial natriuretic peptide receptor 2 (Homo sapiens), P20594 | 0% at EC30 CNP, 100% saturating CNP | activation, % at 10 µM | 370,000 compounds, 0.11% hits;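 active means activation at 10 µM reaching about 35% in either raw or pattern-adjusted values, limit read from the data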
NPR1 activator: GC-A stimulated cGMP production enhancers – HEK293 GC-A cells, cGMP TR-FRET, EC30 ANP, primary screen. Atrial natriuretic peptide receptor 1 (Homo sapiens), P16066. 0% at EC30 ANP, 100% saturating ANP. activation, % at 10 µM. 370,000 compounds, 0.14% hits; in the data active means activation above about 40%
KLK7 zymogen act: proKLK7 zymogen activators, primary screen, biochemical, fluorescence intensity; Kallikrein-7 (Homo sapiens), P49862; purified proKLK7, EDANS-DABCYL substrate fluorescence; 100% is mature enzyme control, 0% vehicle; activation, % at 7 µM; 370,000 compounds, 0.9% hits;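 active means activation above the mean of all tested compounds plus 3 SD, computed per campaign excluding outliers beyond control limits, cut at about 13% in these data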
ARFGAP1 inhibitor: inhibitors of rat ARFGAP1 GAP activity, primary screen, biochemical, fluorescence polarization, GDP tracer. Arfgap1-stimulated ARF1 GTP hydrolysis, GDP FP detection. inhibition, % at 16.5 µM. 360,000 compounds, 0.26% hits;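 active means inhibition above a per-plate limit, mean inhibition of low control wells plus 3 SD, cut at about 25% in these data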;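 further: 0% = DMSO wells with enzyme and 100% = wells lacking Arfgap1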
Target sequence (Q62848 1-136 limits assumed): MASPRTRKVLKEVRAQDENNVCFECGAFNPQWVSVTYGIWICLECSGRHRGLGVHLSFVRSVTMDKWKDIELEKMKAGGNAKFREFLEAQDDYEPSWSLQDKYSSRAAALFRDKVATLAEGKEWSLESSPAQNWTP
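Material: truncated rat Arfgap1 GAP domain; Incubation: compound-enzyme preincubation 20 min, reaction 120 min, detection 60 min, 25 °C; Read-out: percent inhibition of Arfgap1-stimulated GTP hydrolysis; Technique: FP, GDP Alexa 633 tracer displaced from anti-GDP antibody, 620/688 nm; Controls: No-Arfgap1 wells (100%) versus DMSO full-reaction wells (0%); Replication: single well per compound.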
DDE Tn6 FP inh: inhibitors of Tn6 peptide binding to fibrin DD(E), primary screen, biochemical, fluorescence polarization, human fibrin, Tn6 probe; inhibition, % at 8.3 µM; AID 720509, 2013; 370,000 compounds, 0.21% hits; Fibrinogen beta chain (Homo sapiens), P02675; Fibrin DD(E) TRITC-Tn6 fluorescence polarization displacement;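 active means inhibition above a per-campaign cutoff: mean of compounds within control limits plus 3 SD, cut at about 15% in these data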;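 further: 0% = median of all compound wells on the plate and 100% = blocking peptide control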
GAA850 FXN act: FXN promoter activators, primary screen, cell-based, luciferase luminescence, HEK293 lucGAA850. AID 540364, 2011. 360,000 compounds, 0.56% hits. HEK293 lucGAA850 FXN promoter luciferase reporter, 24 h; percent of 10 µM SAHA response. activation, % at 6 µM;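 active means activation above the average of all compounds screened plus 3 SD, cutoff fixed separately per campaign, cut at about 7.5% in these data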;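 further: 0% = DMSO wells and 100% = 10 µM SAHA wells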
HGIII-sPLA2 inh: human group III sPLA2 inhibitors, primary screen, biochemical, QFRET, BODIPY PC-A2 liposome substrate; QFRET BODIPY PC-A2 liposome hydrolysis, fluorescence; inhibition, % at 12.2 µM; 370,000 compounds, 0.56% hits; AID 743126, 2013;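 active means inhibition above mean plus 3 SD of compounds lying within the high and low control bounds, cut at about 19% in these data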;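 further: 0% = median of test compound wells and 100% = no enzyme DMSO wells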
Target sequence (Q9NZ20 whole entry, looked up): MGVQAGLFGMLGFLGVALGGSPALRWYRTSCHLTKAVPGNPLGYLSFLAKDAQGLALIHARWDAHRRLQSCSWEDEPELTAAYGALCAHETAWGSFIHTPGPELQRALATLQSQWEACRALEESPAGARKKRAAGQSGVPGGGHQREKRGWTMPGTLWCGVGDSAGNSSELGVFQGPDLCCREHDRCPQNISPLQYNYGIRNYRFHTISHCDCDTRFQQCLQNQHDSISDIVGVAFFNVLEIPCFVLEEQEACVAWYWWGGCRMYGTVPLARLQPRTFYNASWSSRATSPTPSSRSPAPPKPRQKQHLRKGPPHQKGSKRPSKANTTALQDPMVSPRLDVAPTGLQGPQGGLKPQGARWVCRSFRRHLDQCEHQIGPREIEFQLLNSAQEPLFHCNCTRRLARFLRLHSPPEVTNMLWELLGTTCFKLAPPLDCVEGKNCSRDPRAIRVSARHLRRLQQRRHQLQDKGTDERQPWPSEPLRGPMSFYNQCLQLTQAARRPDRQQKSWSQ
ADAM10 inh: human ADAM10 inhibitors, primary screen, biochemical, QFRET, HTS; Disintegrin and metalloproteinase domain-containing protein 10 (Homo sapiens), O14672; recombinant ADAM10, EDANS/DABCYL FRET peptide cleavage, 3 h; inhibition, % at 7 µM; 370,000 compounds, 0.62% hits;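 active means inhibition above a per-campaign cutoff equal to the mean of compounds falling between control-based bounds plus 3 SD, cut at about 20% in these data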;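 further: 0% = DMSO wells while the 100% control is not disclosed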
An asterisk follows results filed as active. No enrichment for hits. Share with any hit: about 4.5%.

`CCOc1ccccc1CN1CCN(Cc2c[nH]c3ccccc23)CC1CCO` (stereo not drawn) gave rCAG binder -8.5, ASAP1 GAP inh 2.7, NPR2 activator -13.7, NPR1 activator -13.7, KLK7 zymogen act -0.6, ARFGAP1 inhibitor 1.9, DDE Tn6 FP inh -1.4, GAA850 FXN act -1.9, HGIII-sPLA2 inh -20.5 and ADAM10 inh -5.9.
COC(=O)c1cc(Br)c(=O)n(-c2ccccc2F)c1 was read as rCAG binder 3.1, ASAP1 GAP inh 12.3, NPR2 activator 0.2, NPR1 activator 1.4, KLK7 zymogen act 0.1, ARFGAP1 inhibitor 2.7, DDE Tn6 FP inh -3.1, GAA850 FXN act 0.5, HGIII-sPLA2 inh 4.3 and ADAM10 inh 4.2.
For c1ccc(-c2nnc3sc(C4CCCCC4)nn23)cc1 the results were rCAG binder -1.1, NPR2 activator -2.3, NPR1 activator -2.2, KLK7 zymogen act 0.2, DDE Tn6 FP inh -1.2, HGIII-sPLA2 inh -3.8 and ADAM10 inh -3.9.
`O=C(O)C1CCN(S(=O)(=O)c2ccc3[nH]ccc3c2)CC1` gave rCAG binder 8.6, ASAP1 GAP inh -9.3, NPR2 activator 1.1, NPR1 activator 3.7, KLK7 zymogen act 0.2, ARFGAP1 inhibitor 3.8, DDE Tn6 FP inh -3.1, GAA850 FXN act -0.1, HGIII-sPLA2 inh -1.7 and ADAM10 inh -29.6.
`FC(F)(F)c1cccc(CN2CCCCCC2)c1` gave rCAG binder -1.5, ASAP1 GAP inh -6.6, NPR2 activator -0.9, NPR1 activator 0.7, KLK7 zymogen act 0.2, ARFGAP1 inhibitor 4.3, DDE Tn6 FP inh -7.2, GAA850 FXN act -0.6, HGIII-sPLA2 inh 2.1 and ADAM10 inh -2.7.
COc1ccc(CCNC(=O)COc2ccc(C)nc2[N+](=O)[O-])cc1OC was read as rCAG binder -3.4, ASAP1 GAP inh -10.1, NPR2 activator 3.6, NPR1 activator -2.6, KLK7 zymogen act 0.6, ARFGAP1 inhibitor -2.8, DDE Tn6 FP inh 3.8, GAA850 FXN act 4.6, HGIII-sPLA2 inh 3.0 and ADAM10 inh 1.6.
Screening CCOC(=O)c1c(CC(C)C)csc1/N=C/C1C(=O)CC(C)(C)CC1=O returned rCAG binder 0.2, ASAP1 GAP inh 0.5, NPR2 activator 5.5, NPR1 activator -1.1, KLK7 zymogen act 0.4, ARFGAP1 inhibitor -2.2, DDE Tn6 FP inh -9.4, GAA850 FXN act -0.4, HGIII-sPLA2 inh 2.9 and ADAM10 inh -3.8.
`COC(=O)c1cccc(OC[C@@H](O)CN2CCC(C(O)(c3ccccc3)c3ccccc3)CC2)c1` gave rCAG binder -0.3, NPR2 activator -15.8, NPR1 activator -16.5, KLK7 zymogen act 0.0, DDE Tn6 FP inh 4.9, HGIII-sPLA2 inh -19.6 and ADAM10 inh 2.4.
`COc1ccc(-n2c(O)c(/C=N/NS(=O)(=O)c3ccc(C)c([N+](=O)[O-])c3)c3ccccc3c2=O)cc1OC` gave rCAG binder 37.4*, ASAP1 GAP inh 3.8, NPR2 activator -5.7, NPR1 activator 1.1, KLK7 zymogen act 15.1*, ARFGAP1 inhibitor 4.2, DDE Tn6 FP inh -6.5, GAA850 FXN act -1.9, HGIII-sPLA2 inh 10.6 and ADAM10 inh -45.2.
Screening O=C1NN=C(c2ccc(Cl)cc2)CC1c1c[nH]c2ccccc12 (stereo not drawn) returned rCAG binder 4.5, ASAP1 GAP inh 7.4, NPR2 activator -1.8, NPR1 activator 37.1, KLK7 zymogen act -0.2, ARFGAP1 inhibitor 1.9, DDE Tn6 FP inh 5.9, GAA850 FXN act 0.4, HGIII-sPLA2 inh -37.8 and ADAM10 inh 4.8.
Screening Cc1cccc(N2CCN(C(=O)Cn3cccc3)CC2)c1C returned rCAG binder 8.8, ASAP1 GAP inh -5.0, NPR2 activator -0.9, NPR1 activator -0.2, KLK7 zymogen act -0.1, ARFGAP1 inhibitor -0.4, DDE Tn6 FP inh -7.7, GAA850 FXN act 0.3, HGIII-sPLA2 inh -16.2 and ADAM10 inh -7.9.
For COc1cccc(CNC(=O)Cc2ccc(S(=O)(=O)N3CCOCC3)s2)c1 the results were rCAG binder 8.3, ASAP1 GAP inh -3.4, NPR2 activator -0.5, NPR1 activator -1.1, KLK7 zymogen act 0.2, ARFGAP1 inhibitor -5.3, DDE Tn6 FP inh 5.2, GAA850 FXN act 2.3, HGIII-sPLA2 inh -7.5 and ADAM10 inh -2.3.
For CC1CCN(S(=O)(=O)c2ccc3c(ccn3CCC(=O)N3CCCCC3)c2)CC1 the results were rCAG binder -2.0, ASAP1 GAP inh 2.6, NPR2 activator 1.5, NPR1 activator 0.4, KLK7 zymogen act 0.3, ARFGAP1 inhibitor 2.8, DDE Tn6 FP inh -1.8, GAA850 FXN act 1.0, HGIII-sPLA2 inh -5.5 and ADAM10 inh -2.7.
CC(C)CN1C(=O)C(=O)N(CC(=O)N(C)CC(=O)Nc2ccc(F)cc2)C1=O was read as rCAG binder 1.4, ASAP1 GAP inh -6.5, NPR2 activator -0.6, NPR1 activator 1.4, KLK7 zymogen act 0.2, ARFGAP1 inhibitor -3.0, DDE Tn6 FP inh -0.4, GAA850 FXN act 1.2, HGIII-sPLA2 inh 3.6 and ADAM10 inh -7.2.
CCCn1c(C)c(CC(=O)Nc2ccc(N(C)c3ccccn3)cc2)c2ccccc21 was read as rCAG binder 5.1, ASAP1 GAP inh -5.9, NPR2 activator -0.6, NPR1 activator 1.9, KLK7 zymogen act 4.0, ARFGAP1 inhibitor 1.1, DDE Tn6 FP inh 2.5, HGIII-sPLA2 inh 4.3 and ADAM10 inh -9.8.
Screening CC(C)c1c(Cl)c(O)c(-c2ccccc2)c(=O)n1-c1ccc(F)cc1 returned rCAG binder 1.8, ASAP1 GAP inh 0.2, NPR2 activator 1.5, NPR1 activator 0.4, KLK7 zymogen act -0.7, ARFGAP1 inhibitor 1.9, DDE Tn6 FP inh -1.6, GAA850 FXN act 1.1, HGIII-sPLA2 inh -21.4 and ADAM10 inh -1.6.
For COc1cccc(C(=O)/C=C/Nc2cc(C)ccc2O)c1 the results were rCAG binder 13.0, ASAP1 GAP inh 7.8, NPR2 activator -3.3, NPR1 activator 1.9, KLK7 zymogen act -0.4, ARFGAP1 inhibitor 5.2, DDE Tn6 FP inh 6.5, GAA850 FXN act 11.0*, HGIII-sPLA2 inh -26.8 and ADAM10 inh 11.1.
Screening O=C(COC(=O)COc1ccccc1F)Nc1ccc(Cl)cn1 returned rCAG binder -1.2, ASAP1 GAP inh -5.7, NPR2 activator -2.8, NPR1 activator 1.5, KLK7 zymogen act 0.1, ARFGAP1 inhibitor -4.7, DDE Tn6 FP inh 2.6, GAA850 FXN act 3.5, HGIII-sPLA2 inh 2.6 and ADAM10 inh -6.6.
CC(C)OCc1c(C(=O)OC/C(O)=C(\C#N)c2nc3ccccc3[nH]2)oc2ccccc12 was read as rCAG binder 4.3, ASAP1 GAP inh 2.9, NPR2 activator 3.0, NPR1 activator -1.4, KLK7 zymogen act -0.1, ARFGAP1 inhibitor 2.5, DDE Tn6 FP inh 9.2, GAA850 FXN act -0.1, HGIII-sPLA2 inh -7.6 and ADAM10 inh -7.4.
Screening O=C(O)CCCCCNCc1c(Cl)cccc1Cl returned rCAG binder 0.4, ASAP1 GAP inh 4.3, NPR2 activator 2.7, NPR1 activator 1.8, KLK7 zymogen act 0.1, ARFGAP1 inhibitor -1.2, DDE Tn6 FP inh 1.8, GAA850 FXN act -0.5, HGIII-sPLA2 inh -2.8 and ADAM10 inh 5.2.
O=C(Nc1cnccn1)c1cccs1 was read as rCAG binder 4.6, ASAP1 GAP inh 10.0, NPR2 activator 1.8, NPR1 activator 4.1, KLK7 zymogen act 0.1, ARFGAP1 inhibitor 2.3, DDE Tn6 FP inh -2.1, GAA850 FXN act -0.7, HGIII-sPLA2 inh 0.7 and ADAM10 inh 2.8.
COC(=O)C1=C(C)N(C)C(C)=C(C(=O)OC)C1c1ccc(F)c(Br)c1 was read as rCAG binder -7.6, ASAP1 GAP inh 0.3, NPR2 activator -9.9, NPR1 activator -17.3, KLK7 zymogen act -0.1, ARFGAP1 inhibitor -6.0, DDE Tn6 FP inh 4.4, GAA850 FXN act -3.1, HGIII-sPLA2 inh -1.2 and ADAM10 inh 7.7.
Screening CC(CNC(=O)COc1ccccc1)OC(=O)Nc1ccc(Cl)c(Cl)c1 (stereo not drawn) returned rCAG binder 1.9, ASAP1 GAP inh -2.8, NPR2 activator -3.7, NPR1 activator -8.8, KLK7 zymogen act 0.4, ARFGAP1 inhibitor 7.6, DDE Tn6 FP inh 0.3, GAA850 FXN act 5.1, HGIII-sPLA2 inh -8.0 and ADAM10 inh 7.6.
Screening O=C(NCc1cc(Cl)cc(Cl)c1)c1ccc2nc([C@@H]3O[C@H](CO)[C@@H](O)[C@H]3O)[nH]c2c1 returned rCAG binder 1.2, ASAP1 GAP inh -12.3, NPR2 activator -2.1, NPR1 activator 3.4, KLK7 zymogen act 0.8, ARFGAP1 inhibitor -0.2, DDE Tn6 FP inh 3.1, GAA850 FXN act -0.2, HGIII-sPLA2 inh -1.2 and ADAM10 inh -13.1.
CCc1ccc2c(c1)NC(=O)C2(C)Cc1ccc(Cl)s1 (stereo not drawn) was read as rCAG binder 0.9, ASAP1 GAP inh -0.4, NPR2 activator -4.2, NPR1 activator -18.1, KLK7 zymogen act 0.1, ARFGAP1 inhibitor 20.4, DDE Tn6 FP inh -9.2, GAA850 FXN act -2.1, HGIII-sPLA2 inh -2.5 and ADAM10 inh 13.1.
For Cn1c(SCc2cccc(C(F)(F)F)c2)nnc1-c1ccco1 the results were rCAG binder 0.8, ASAP1 GAP inh -5.7, NPR2 activator -4.5, NPR1 activator -3.1, KLK7 zymogen act 0.1, ARFGAP1 inhibitor -6.1, DDE Tn6 FP inh 3.6, GAA850 FXN act 0.8, HGIII-sPLA2 inh -0.6 and ADAM10 inh 5.0.
Screening NC(=O)c1ccccc1NC(=O)C(c1ccccc1)c1ccccc1 returned rCAG binder -3.9, ASAP1 GAP inh 7.6, NPR2 activator -6.0, NPR1 activator -6.2, KLK7 zymogen act 1.0, ARFGAP1 inhibitor 5.5, DDE Tn6 FP inh 1.1, GAA850 FXN act -0.7, HGIII-sPLA2 inh -5.9 and ADAM10 inh 0.6.
